SSB-PriA inh = inhibitors of Klebsiella pneumoniae PriA binding to SSB C-terminal tail | AlphaScreen SSBct-PriA binding, biotinylated peptide | inhibition, % at 33 µM | 430,000 tested, 0.6% active; in the data active = inhibition mostly above about 37%, no sharp cut-off; inactive = mostly below about 20%;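 note: plate controls were negative control peptide for no effect and reference peptide for full effect; strong numbers were not always called active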
* marks the source's active call; other numbers are inactive results; i = inactive; & = joins results of further samples.

SMILES	SSB-PriA inh
NCC(O)Cc1ccccc1 (configuration not stated)	-2
COc1cccc(C(=O)NN=C(CC(C)C)c2ccccc2)c1	7
CC(C)(C)C1CCC(OCC(O)CN2CCN(c3cccc(Cl)c3)CC2)CC1 (configuration not stated)	-1
COCCn1c(=NC(=O)c2cc(C)on2)sc2c(OC)ccc(OC)c21	-8
Cc1cccc(OCCn2c(C)nc3ccccc32)c1	-4
COc1cc(C(=O)Nc2nnc(-c3cccc(S(C)(=O)=O)c3)o2)cc(OC)c1OC	7
CC1Cc2cc(-c3cc(CC(=O)N4CCC(C(N)=O)CC4)no3)ccc2O1 (configuration not stated)	-15
COc1cccc(OC)c1C(=O)NCCOc1ccc2nnc(-c3ccc(F)cc3)n2n1	-8
Cc1nc(-c2ccc(F)cc2)sc1CCNC(=O)C(=O)Nc1cccc([N+](=O)[O-])c1	-5
CSc1cccc(NC(=O)Cn2ccn3nc(-c4ccc(C)cc4)cc3c2=O)c1	-6
COc1cccc2c(N)c(C(=O)N3CCCC3)oc12	-18
CS(=O)(=O)N1CCCC1C(=O)Nc1cccc(-c2nc3ccccc3o2)c1 (configuration not stated)	-6
Cc1ccc(S(=O)(=O)N2CCN(S(=O)(=O)N3CCCC3)CC2)cc1C	2
CSc1ccccc1NC(=O)C(=O)NCC1CCN(S(=O)(=O)c2cccnc2)CC1	-15
ON=Cc1ccn(-c2ccc(Br)cc2)c1	12
COc1ccc(CCNC(=O)NCC2(O)Cc3ccccc3C2)cc1	-11
Cc1ccc(S(=O)(=O)CCCC(=O)Nc2cc(C)no2)cc1	-10
Cc1ccc(NC(=O)Cn2cc(C(=O)c3ccc(F)cc3)c(=O)c3cc(Cl)ccc32)cc1C	-8
COc1cn(CC(=O)Nc2ccc3c(c2)OCCO3)c(CSc2nc(C)cc(C)n2)cc1=O	-5
CC(=NNC(=O)c1ccc(F)cc1)c1ccccn1	-1
O=C(NCCOc1ccc(-c2ccc(F)cc2)nn1)Nc1ccc(Cl)cc1	-12
CCc1cnc2c(c1NCCc1c[nH]c3ccccc13)c(=O)n(C)c(=O)n2C	1
Cc1ccc(NC(=O)C(=O)NCCCN2CCN(c3ccccc3)CC2)cc1	-9
O=C(NNC(=O)c1ccccn1)Nc1ccc(Cl)c(Cl)c1	-3
Cc1cc(N2CCC(NC(=O)c3c(C)nn(C)c3C)CC2)n[nH]1	-3
N#CC(C#N)c1nc(-c2ccccc2)cs1	0
Fc1ccc(-n2c(-c3ccccc3)c[nH]c2=S)cc1	9
CC(C)c1ccc(N[C@@H]2C=CS(=O)(=O)C2)cc1	-8
COc1cc(OC)cc(-c2noc(Cn3ccn4nc(-c5ccc(C)cc5)cc4c3=O)n2)c1	-6
COc1c(S(=O)(=O)N2CCN(c3ccc(C)cc3C)CC2)ccc(Cl)c1Cl	-9

4 compounds drawn at random from those above, as already listed:
SMILES	SSB-PriA inh
COc1c(S(=O)(=O)N2CCN(c3ccc(C)cc3C)CC2)ccc(Cl)c1Cl	-9
Fc1ccc(-n2c(-c3ccccc3)c[nH]c2=S)cc1	9
O=C(NCCOc1ccc(-c2ccc(F)cc2)nn1)Nc1ccc(Cl)cc1	-12
CC(C)c1ccc(N[C@@H]2C=CS(=O)(=O)C2)cc1	-8

Additional compounds follow:
SMILES	SSB-PriA inh
O=C(NCC(=O)N1CCOC(c2ccccc2)C1)c1cccs1 (configuration not stated)	-6
COCCNC(=O)NCC[C@@H](CCO)c1ccccc1	-26
O=C(NCC1CCCO1)C(=O)Nc1ccc(N2CCCS2(=O)=O)cc1 (configuration not stated)	-8
CC(Cn1nnc2ccccc21)=NNC(=O)c1cccc(Br)c1	0
COC(=O)c1c(-c2ccccc2)csc1NC(=O)CN1CCN(C)CC1	0
CCn1cc(C(=O)O)c(=O)c2cc(F)c(NN=Cc3ccccc3[N+](=O)[O-])cc21	-17
CCn1nnc2c(NCC(OC)OC)ncnc21	-3
Cc1ccc(-n2ncc3c(C)nnc(SCC(=O)Nc4ccc5c(c4)OCO5)c32)cc1C	11
CCOC(=O)c1cc(CC)sc1N=CC1=C(O)CCCC1=O	1
COc1cccc(S(=O)(=O)Nc2ccc(C(=O)N3CC(C)CC(C)C3)cc2)c1 (configuration not stated)	2

Three of the compounds above, as labelled records.
CC(Cn1nnc2ccccc21)=NNC(=O)c1cccc(Br)c1
  SSB-PriA inh: 0
COC(=O)c1c(-c2ccccc2)csc1NC(=O)CN1CCN(C)CC1
  SSB-PriA inh: 0
CCn1cc(C(=O)O)c(=O)c2cc(F)c(NN=Cc3ccccc3[N+](=O)[O-])cc21
  SSB-PriA inh: -17

(further entries)
SMILES	SSB-PriA inh
Cc1ccc(NC(=O)c2ccccc2NC(=O)CS(=O)(=O)c2ccc(F)cc2)c(C(=O)c2ccccc2)c1	8&21
CCOc1cc(C=NNC(=O)NN(C)c2ncc(C(F)(F)F)cc2Cl)ccc1O	-7
O=C(Nc1ccc2c(c1)OCO2)N1C2CCC1CN(Cc1ccccc1)C2	8
COc1cccc(CSc2nc(C)c(CC(=O)Nc3cccnc3)c(=O)[nH]2)c1	-14&-13
COc1ccc2c(N3CCC(Cc4ccccc4)CC3)c(C#N)cnc2c1	-20&-8
Cc1nn(-c2ccc(Nc3ccc(NS(=O)(=O)c4ccccc4F)cc3)nn2)c(C)c1C	21
O=C(c1ccsc1)N(CCc1cccs1)Cc1cccnc1	-1
CNC(=O)c1c(NC(=O)c2ccc(C(C)(C)C)cc2)sc2c1CCCCC2	-3
Cc1cc(C(=O)NN=Cc2cccc(Cl)c2Cl)no1	-15
CCOC(=O)COc1c(C=NO)cc(Cl)cc1OC	-5
COC(CNC(=O)Cc1c(C)noc1C)c1ccccc1Cl (configuration not stated)	-14
CCON=CC(=O)Nc1ccc(F)cc1F	-11
COC(=O)c1ccc(NC(=O)C(=O)NCC[C@H](O)c2cc(C)oc2C)cc1	4
O=C1C(=O)N(Cc2cccnc2)C(c2cccc(O)c2)C1=C(O)c1ccc2c(c1)OCCO2 (configuration not stated)	-3
O=C(O)CN1CCN(c2ccc3c(c2)OCO3)C1=O	-2
N#Cc1nccnc1OC1CCC(NC(=O)Cn2cccc2)CC1 (configuration not stated)	-1
O=S(=O)(c1cccc(F)c1)N1CCN(Cc2ccccc2)CC1	-12&-8
O=S(=O)(Nc1nc2ccccc2[nH]1)c1ccc(Br)cc1	-6
CCOc1ccc(C=NNC(=O)c2ccccc2C)cc1CN1CC2CC(C1)c1cccc(=O)n1C2 (configuration not stated)	10
COc1ccc(-n2nnnc2CNC(=O)Nc2ccc(C(C)(C)C)cc2)cc1	1
Cc1ccnc(NC(=O)NCCCSc2nnc(-c3ccccc3)o2)n1	-1
COc1ccc(C(=O)NCCNc2cc(N3CCCC3)cnn2)cc1	-17
O=S(=O)(c1cccs1)N1CCN(c2ccc(-c3ccc(F)cc3)nn2)CC1	-2
CSC(=NS(=O)(=O)c1ccccc1)c1ccccc1	-15
COC(=O)Nc1nc(CC(=O)NC(C)C)cs1	-4
CCOc1ccc(-c2ccc(=O)n(Cc3nc(-c4ccc(OC)cc4OC)no3)n2)cc1	-1
O=C(NCCNc1ccc(-n2cccc2)nn1)c1ccncc1	-12
CC1(C)C2CCC1(CS(=O)(=O)NCC1(c3cccs3)CCOCC1)C(=O)C2 (configuration not stated)	2
O=C(CSc1nnc(CNC(=O)c2cccs2)o1)NCc1ccco1	-18
CCN(CC)c1cc(C)nc(Nc2ccc(NC(=O)c3ccccc3Br)cc2)n1	-3

Structural class, the compounds so far containing a thiophene ring, fused or not
SMILES	SSB-PriA inh
O=C(NCC(=O)N1CCOC(c2ccccc2)C1)c1cccs1 (configuration not stated)	-6
COC(=O)c1c(-c2ccccc2)csc1NC(=O)CN1CCN(C)CC1	0
CCOC(=O)c1cc(CC)sc1N=CC1=C(O)CCCC1=O	1
O=C(c1ccsc1)N(CCc1cccs1)Cc1cccnc1	-1
CNC(=O)c1c(NC(=O)c2ccc(C(C)(C)C)cc2)sc2c1CCCCC2	-3
O=S(=O)(c1cccs1)N1CCN(c2ccc(-c3ccc(F)cc3)nn2)CC1	-2
CC1(C)C2CCC1(CS(=O)(=O)NCC1(c3cccs3)CCOCC1)C(=O)C2 (configuration not stated)	2
O=C(CSc1nnc(CNC(=O)c2cccs2)o1)NCc1ccco1	-18

Next part:
SMILES	SSB-PriA inh
Cc1cc(NC(=O)Cc2cccs2)n(-c2nc3ccccc3s2)n1	-3
O=C(Cn1cnc2c(cnn2C2CCS(=O)(=O)C2)c1=O)c1ccc(Cl)cc1 (configuration not stated)	-2
CCc1nc2ccc(C(=O)N3CCC(S(=O)(=O)c4ccc(Cl)cc4)C3)cc2s1 (configuration not stated)	-23
CCOc1ccc(-c2ccc(N3CCN(C(=O)CCc4ccc(OC)cc4)CC3)nn2)cc1	0
O=C(CSc1c[nH]c2ccccc12)N1CCc2ccccc21	6
COCCN1CCC(NC(=O)c2ccc(Br)o2)CC1	-20
O=S(=O)(Nc1cnn(C2CCOCC2)c1)C1CCCCC1	-8
O=C(Cc1cccs1)Nc1cccc(-c2ccc3nnc(-c4cccnc4)n3n2)c1	-18&10
CC(=O)c1cccc(NC(=O)Cn2c(C)nc3c(sc4ccccc43)c2=O)c1	-12
O=c1ccc(-c2cccnc2)nn1CCNS(=O)(=O)c1ccc(OC(F)(F)F)cc1	4
O=C(CCS(=O)(=O)c1ccc(Cl)cc1)Nc1nnc(-c2ccc(Br)s2)o1	-10
COc1cccc(NC(=O)N2CC(Oc3nccs3)C2)c1OC	-8
CCC1SC(=N/N=C/c2ccco2)N(Cc2ccccc2C)C1=O (configuration not stated)	i
COCCNS(=O)(=O)c1cccc2cnccc12	-6
CSc1ncccc1C(=O)N1CCC(CNC(=O)c2snnc2C)CC1	-15
O=C(Cn1cnc2c(cnn2C2CCS(=O)(=O)C2)c1=O)N1CCCc2ccccc21 (configuration not stated)	6
CS(=O)(=O)c1ccc2nc(Nc3nc4c(F)cccc4s3)sc2c1	-12
CCc1nnc(NC(=O)/C=C/C2=Cc3ccccc3OC2)s1	5
O=S(=O)(c1cccs1)N1CCC(N2CCC[C@@H]2CO)CC1	4
CCOC(=O)c1c(C)n(C)c2ccc(OC[C@@H](O)CNc3ccccc3F)cc12	-5
O=C(CSc1ncc(-c2cccc(Cl)c2)o1)Nc1ccc(Br)cc1F	-6
O=C(NCCC(O)c1ccsc1)C1CC1 (configuration not stated)	-15
COc1ccc(C)c2sc(N(C[C@H]3CCCO3)C(=O)c3cc(Cl)sc3Cl)nc12	-3
COc1ccc(-c2cc(-c3cccs3)nc(SCC(=O)NCC3CCCO3)c2C#N)cc1 (configuration not stated)	-9
Cc1cc(NC(=O)c2ccc(S(=O)(=O)N3CCOCC3)cc2)n(C)n1	3
CC(C)CCNC(=O)CSc1ncc(S(=O)(=O)c2cccs2)c(N)n1	-6
Cc1cc2ncc(CCCNS(=O)(=O)c3ccc(-c4cccc(Cl)c4)cc3)cn2n1	-5
CSC1CC2CCC(C1)N2C(=O)Cc1cccc2ccccc12 (configuration not stated)	2
COc1ccc(-c2noc(-c3ccc(=O)n(CC(=O)NCCc4cccs4)c3)n2)cc1OC	-4
Cc1ccc(C(O)=C2C(=O)C(=O)N(CCCn3ccnc3)C2c2cccnc2)cc1 (configuration not stated)	3
COc1ccc(Nc2nc(NCc3cccnc3)nc3[nH]ncc23)cc1	-10
CN(C)CCN(C(=O)c1ccc(S(=O)(=O)N2CCCCCC2)cc1)c1nc2ccc(F)cc2s1	15
O=C(NCC1CCN(C(=O)Nc2ccc(F)cc2)CC1)C(=O)Nc1ccc(OC(F)(F)F)cc1	-4
Cn1cccc1C(O)CCNC(=O)C(=O)Nc1ccc(OC(F)(F)F)cc1 (configuration not stated)	-5
CCSc1nnc(NC(=O)c2cn(CC)cc3c(=O)n(-c4ccccc4)nc2-3)s1	5
Cc1cc(=O)c2cc(C(=O)Nc3ccccn3)ccc2[nH]1	-8
Cc1[nH]c(=O)[nH]c(=O)c1C=NNC(=O)CCCCCNC(=O)OC(C)(C)C	-13
COc1ccc(S(=O)(=O)Nc2cnc(-n3nc(C)cc3C)nc2)c(C)c1C	4
CN(C(=NS(=O)(=O)c1ccccc1)c1ccccc1)c1ccc(O)cc1	-22
COc1ccc(S(=O)(=O)Nc2nc3ccccc3nc2NCCC(C)C)cc1	-1
O=S1(=O)N=C(SCc2ccc(Br)cc2F)Nc2ccccc21	-5
COC(=O)CN1C(c2ccc(OC)c(OC)c2OC)=Nc2ccc(C)cc2[C@@H]1c1ccccc1	3
CC1(C)Cc2ccccc2C(NN=Cc2ccc([N+](=O)[O-])cc2)=N1	3
Cc1cccc(C)c1NC(=O)CSc1cccc2cccnc12	49
Nc1cc(=O)[nH]c(=O)n1-c1ccc(F)c(Cl)c1	9
O=C(Cc1cc(=O)[nH]c(SCc2ccccc2F)n1)N1CCc2ccccc2C1	3
COc1ccc(S(=O)(=O)C(CN)c2cccs2)cc1 (configuration not stated)	-18
CCOC(=O)C(N=Nc1ccc(F)cc1)=C(O)c1ccc([N+](=O)[O-])cc1	1&18
Cc1ccc(Cl)c2sc(N(CCN3CCOCC3)C(=O)c3ccc(C#N)cc3)nc12	-4
O=C(NCCCn1nc(-c2ccccc2)ccc1=O)Nc1cccc(C(F)(F)F)c1	-20
(continued)
SMILES	SSB-PriA inh
CCOC(=O)c1c(C)n(C)c2ccc(OC(=O)c3cc([N+](=O)[O-])cc([N+](=O)[O-])c3)cc12	-6
O=C(c1ccc(S(=O)(=O)N2CCOCC2)cc1)N1CCC(Cn2ccnc2-c2ccccc2)CC1	-72
O=C(NCC1(c2cccs2)CCCC1)c1c(F)cccc1F	-5
O=C(CCSc1ccccc1)NCc1ccc(C(=O)c2ccccc2)s1	-14
Cc1nc2ccccc2n1CCCOc1ccccc1Cl	-10
COC(=O)c1sc2ccccc2c1NC(=O)c1cccc(C(=O)Nc2c(C(=O)OC)sc3ccccc23)n1	-9&-6
CC(O)(CNC(=O)Cc1cccs1)C1CC1 (configuration not stated)	-7

Bioassay records from PubChem.

Only part of the results is shown; rates above refer to the full screens.
